FBPA coupling cs = counter-screen for Giardia aldolase inhibitors: coupling enzyme system; coupling enzyme system counterscreen, AmpLite Red fluorescence; activity change, negative = inhibition, % at 58.2 µM, hits read low; 0.67% of 290,000 active; in the data active = activity change below about -30%; note: % is set by controls: 0 for no effect and ±100 for the full control effect
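Counterscreen of the coupled detection system alone, without aldolase: glyceraldehyde-3-phosphate coupling enzymes plus AmpLite Red readout. Compounds at 57.5 uM final, 10 min RT preincubation, 20 min RT reaction, fluorescence 525/598 nm.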
A-T KAP1 phos = potential ataxia-telangiectasia treatments restoring KAP-1 phosphorylation; […] A-T fibroblasts, KAP-1 phosphorylation AlphaLISA; neocarzinostatin DNA damage 30 min before lysis; Potency, µM (titrated, usually from 57.5 µM), for the others: at the highest dose activation, actives largely listed as activators; 0.19% of 320,000 active; AID 485349; note: potency is the fitted concentration of half-maximal effect; % of control where 0% means no effect; nearly all actives have a fitted effect of over 45% in size
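ATM-like activity read as KAP-1 phosphorylation via AlphaLISA donor/acceptor antibody pairs after lysis and 6 hr at 25C. Cells were ATM-null patient fibroblasts ([…], hTERT), dosed 60 min, then exposed to the DSB inducer NCS for 30 min.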
GALK inhibitor = blocks human galactokinase activity; P51570; Purified GALK, Kinase-Glo residual ATP luminescence; Potency, µM (highest dose often 57.5 µM), without a hit: at the top dose activity change, negative = inhibition, most hits filed as inhibitors; 0.007% of 270,000 active; note: potency is the fitted concentration of half-maximal effect; % is set by controls: 0 for no effect and ±100 for the full control effect
Target sequence (P51570 whole entry, looked up): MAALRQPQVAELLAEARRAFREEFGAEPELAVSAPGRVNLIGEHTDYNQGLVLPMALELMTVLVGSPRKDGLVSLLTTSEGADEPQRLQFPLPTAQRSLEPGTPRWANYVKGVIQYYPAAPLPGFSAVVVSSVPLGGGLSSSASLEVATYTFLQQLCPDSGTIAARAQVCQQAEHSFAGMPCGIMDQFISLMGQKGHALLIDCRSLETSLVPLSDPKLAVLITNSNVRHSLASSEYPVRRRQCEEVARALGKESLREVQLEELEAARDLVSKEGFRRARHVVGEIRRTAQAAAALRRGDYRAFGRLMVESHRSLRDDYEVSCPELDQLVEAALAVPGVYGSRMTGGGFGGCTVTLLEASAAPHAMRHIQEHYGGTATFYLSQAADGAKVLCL
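Human GALK (5 nM) with 35 uM ATP and 100 uM galactose in 20 mM HEPES pH 8.0, 5 mM MgCl2, 60 mM NaCl, 1 mM DTT, 0.01% BSA. After 1 h at room temperature, leftover ATP was read by Kinase-Glo Plus luminescence.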
ASM inhibitor = human S-ASM enzyme inhibition; P17405; 0.006% of 340,000 active; Potency, µM (doses to about 57.5 µM), inactives show top-dose activity change, negative = inhibition, most hits filed as inhibitors; placental ASM, HMU-PC fluorogenic substrate, 60 min; note: potency is the fitted concentration of half-maximal effect
Target sequence (P17405 47-631 limits assumed): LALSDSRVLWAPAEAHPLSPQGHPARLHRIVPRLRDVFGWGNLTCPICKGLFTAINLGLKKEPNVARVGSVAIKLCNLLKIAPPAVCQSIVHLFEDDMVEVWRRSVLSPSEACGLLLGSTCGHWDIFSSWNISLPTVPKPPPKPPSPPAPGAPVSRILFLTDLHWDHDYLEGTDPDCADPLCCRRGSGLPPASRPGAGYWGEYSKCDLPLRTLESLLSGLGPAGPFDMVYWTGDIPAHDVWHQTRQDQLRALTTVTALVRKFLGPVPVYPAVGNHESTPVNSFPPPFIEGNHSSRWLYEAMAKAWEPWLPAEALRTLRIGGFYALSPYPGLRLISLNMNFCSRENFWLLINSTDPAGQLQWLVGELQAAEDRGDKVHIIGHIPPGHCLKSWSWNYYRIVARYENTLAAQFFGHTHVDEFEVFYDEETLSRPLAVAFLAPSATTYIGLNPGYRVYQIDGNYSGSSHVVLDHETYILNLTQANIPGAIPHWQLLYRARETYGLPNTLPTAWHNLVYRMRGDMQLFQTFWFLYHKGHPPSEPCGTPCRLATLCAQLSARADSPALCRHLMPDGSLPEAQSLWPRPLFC
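qHTS format. ASM enzyme prepared from human placenta hydrolyses the fluorogenic substrate HMU-PC0 (9 uM final) over 60 min at 37 °C after a 10 min compound preincubation.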
KCNH2 3.1 block = inhibitors of human KCNH2 3.1 potassium channel isoform. U2OS KCNH2 3.1, thallium flux FluxOr; active compounds read low. 0.95% of 340,000 active. activity change, % (tested at about 1.8 µM);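 active = maximum activity change below -70%; inconclusive = maximum activity change from -70% to -50%; inactive = maximum activity change above -50%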;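 note: thallium influx rate constant from kinetic fluorescence after stimulation buffer; % is set by controls: 0 for no effect and ±100 for the full control effect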
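Steps: virus added to U2OS suspension (4 h, RT, dark); medium with 10% FBS added, cells plated, 37 C overnight; FluxOr/Red40 loading buffer 45 min RT; stimulation buffer, 2 min kinetic read; rate constant normalized.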
MBNL1 CUG block = inhibitors of human MBNL1 binding to CUG repeat RNA; TR-FRET MBNL1-His/biotin-(CUG)12 binding, 665/545 ratio; 0.036% of 280,000 active; Potency, µM (top dose mostly 57.5 µM), without a hit: at the highest dose activity change, negative = inhibition, hits mostly inhibitors; Q9NR56; AID 2675; active = well fitted inhibition curve with a large enough effect in the signal ratio, with a control signal flat, not every such curve was filed as active; inconclusive = small, poorly fitted or top-dose-only effect, or effect the other way, or a change in a side signal; inactive = no such curve, though single readings can be large or run the other way; the % refers to the signal ratio; note: potency is the fitted concentration of half-maximal effect; % is set by controls: 0 for no effect and ±100 for the full control effect
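His-tagged MBNL1 binding to biotinylated (CUG)12 RNA was measured by TR-FRET using terbium anti-His antibody (0.055 ng/ul final) and streptavidin-XL665 (5 nM final). Compounds were titrated 92 nM to 58 uM; 60 min at room temperature.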
a7 integrin act = integrin-mediated muscular dystrophy alleviation activation. Potency, µM (titrated, usually from 38.3 µM), for the others: at the top dose activation, hits mostly activators. alpha7betagal myoblasts, beta-gal FDG fluorescence, 48 h. 0.064% of 350,000 active;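 note: potency is the fitted concentration of half-maximal effect; 100% = response of the positive control SU9516; nearly all actives have a fitted effect of over 60% in size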
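Alpha7betagal+/- myoblasts (passage 13) were plated 16-24 hr, then exposed to compounds (1:260 dilution of DMSO stock) for 48 hours at 37C. After MPER lysis, β-galactosidase reporter activity was read as FDG fluorescence (ex 480/em 540) after 30 minutes.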
MLL CXXC-DNA inh = blocks binding of human MLL CXXC domain to DNA. Q03164. MLL-CXXC / FITC-HOXA9 DNA fluorescence polarization. Potency, µM (highest dose often 115 µM), for the others: at the top dose activity change, negative = inhibition, most hits filed as inhibitors. 0.037% of 290,000 active; active = well fitted inhibition curve with a large enough effect in the polarisation, with a control signal flat, not every such curve was filed as active; inconclusive = small, poorly fitted or top-dose-only effect, or effect the other way, or a change in a side signal; inactive = no such curve, though single readings can be large or run the other way; the % refers to the polarisation; note: potency is the fitted concentration of half-maximal effect
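Purified MLL-CXXC (added from a 7 uM solution) was preincubated 5 min at ambient with pinned compounds in 50 mM Tris-HCl pH 7.5, 50 mM NaCl, 1 mM DTT, 0.05% BSA. Fluorescein-labeled HOX-A9 DNA (50 nM solution) followed, 30 min, then polarization read.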
hERG WT inh = inhibitors of human wildtype KCNH2 potassium channel | Q12809 | U2OS, BacMam KCNH2, thallium flux FluxOr; active compounds read low | activity change, % at 1.84 µM | 0.37% of 340,000 active | AID 720551;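 active = maximum activity change below -70%; inconclusive = maximum activity change between -70% and -50%; inactive = maximum activity change above -50%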; note: % is set by controls: 0 for no effect and ±100 for the full control effect
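U2OS cells transduced with wild-type KCNH2 virus are loaded with FluxOr dye for 45 min, and thallium flux is measured in kinetic reads before and after stimulation buffer. Rate constants are normalized to DMSO controls.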
TRPV1 agonist = human TRPV1 agonism; Q8NER1; TRPV1-expressing cells, Fluo-8 calcium influx, agonist mode; activation, % at 8.33 µM; 0.19% of 320,000 active; in the data active = activation above about 80%; inconclusive = between about 30% and that limit; note: 0% is about no effect
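Fluo-8 calcium influx in TRPV1-expressing cells, kinetic read (ex 480/em 520 nm). Compound added and read 3 min for agonist activity, followed by capsaicin at EC20 final and 2 min further read for enhancement.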
Starred values were filed as active, the others as inactive; i = inactive; u = inconclusive; x = no result given; [ ] = remark or other dose. Unless noted, calls come from the whole dose curve; as a rule, active = well fitted curve in the direction sought with a large enough effect; inconclusive = small, poorly fitted or top-dose-only effect, or another doubt; inactive = no such curve, though single readings can be large; an effect the other way counts as inactive or inconclusive.

SMILES	FBPA coupling cs	A-T KAP1 phos	GALK inhibitor	ASM inhibitor	KCNH2 3.1 block	MBNL1 CUG block	a7 integrin act	MLL CXXC-DNA inh	hERG WT inh	TRPV1 agonist
COc1ccc(NC(=O)CC(C)NCCCN2CCCC2=O)cc1 (stereo not given)	0.2	12.3%	x	2.9%	7.5	-2.2%	-12.8%	13.5%	-332.8*	-1.4
COc1ccc(C)cc1S(=O)(=O)Nc1cc(Cl)ccc1Cl	2.3	x	-2.6%	-6.4%	-15.9	9.5%	-29.2%[1.53 µM]	-13.1%	5.6	2.1
COc1ccc(N(C(=O)Cn2cnc3ccccc32)C(C(=O)NC2CCCCC2)c2ccccc2)cc1 (stereo not given)	1.5	-2.4%	0.1%	-2.8%	-12.2	-1.4%	18.2%	-1.9%	16.8	1.9
CCc1nc(C)c(-c2ccccc2)c(=O)[nH]1	2.0	5.8%	-1.4%	1.8%	7.4	-10.3%	8.9%	3.0%	25.5	3.6
COc1ccccc1-n1nnnc1SCC(=O)NC1CCCC1	0.6	0.4%	-0.5%	0.3%	-1.4	1.8%	7.8%	4.5%	-7.3	u
C=CCc1cc2c(oc(=O)c3ccccc32)c(C)c1O	-1.2	5.7%[11.5 µM]	-0.5%	5.1%	8.6	104.6%[activator]	u	-7.4%	-6.0	6.3
COc1ccc(-c2oc3ccccc3c(=O)c2OC(C)=O)cc1	-1.0	-0.6%	2.2%	94.3%[activator]	0.8	18.9%	-34.7%	-9.6%	4.9	10.7
C/C(=N\O)c1cccc(Br)c1	-2.0	2.6%	0.7%	-0.6%	-21.3	x	26.2%	-4.7%	0.3	-1.8
S=C1NCN(Cc2ccco2)CN1	0.1	3.4%	-2.6%	3.6%	7.0	x	8.0%	-15.4%	4.1	1.1
COc1ccc(C2(NC(C)=O)CCN(C(=O)c3ccco3)CC2)cc1	3.9	13.4%	4.7%	0.8%	12.7	-4.4%	3.4%	16.3%	-2.5	1.3
Cc1cc(Cn2nc(C(=O)NCc3cccc(Br)c3)cc2-c2ccccc2)on1	x	-10.2%	x	5.5%	6.9	x	6.3%	x	3.1	9.0
O=C(Nc1nccs1)[C@@H]1CCCN1S(=O)(=O)c1ccccc1F	x	2.1%	x	-1.0%	5.6	x	-17.7%	x	3.8	-1.1
O=C(CCNS(=O)(=O)c1ccc(OC(F)(F)F)cc1)N1CCN(C/C=C/c2ccccc2)CC1	x	2.8%	-8.8%	3.0%	u	u	-36.7%	31.5%[activator]	-17.4	19.2
COc1cccc(C(C)NC(=S)NCc2ccc(Cl)cc2)c1 (stereo not given)	1.2	7.5%	6.8%	6.2%	-3.4	-3.3%	u	24.8%	-10.5	u
COc1cccc(C2=CC(=O)CC(c3ccco3)C2)c1 (stereo not given)	x	x	x	-7.4%	22.9	x	-8.9%	x	-1.8	x

Random excerpt: three entries already listed.
SMILES	FBPA coupling cs	A-T KAP1 phos	GALK inhibitor	ASM inhibitor	KCNH2 3.1 block	MBNL1 CUG block	a7 integrin act	MLL CXXC-DNA inh	hERG WT inh	TRPV1 agonist
C=CCc1cc2c(oc(=O)c3ccccc32)c(C)c1O	-1.2	5.7%[11.5 µM]	-0.5%	5.1%	8.6	104.6%[activator]	u	-7.4%	-6.0	6.3
S=C1NCN(Cc2ccco2)CN1	0.1	3.4%	-2.6%	3.6%	7.0	x	8.0%	-15.4%	4.1	1.1
COc1ccc(-c2oc3ccccc3c(=O)c2OC(C)=O)cc1	-1.0	-0.6%	2.2%	94.3%[activator]	0.8	18.9%	-34.7%	-9.6%	4.9	10.7

(list continues)
SMILES	FBPA coupling cs	A-T KAP1 phos	GALK inhibitor	ASM inhibitor	KCNH2 3.1 block	MBNL1 CUG block	a7 integrin act	MLL CXXC-DNA inh	hERG WT inh	TRPV1 agonist
Cc1ccc(S(=O)(=O)N(CC(=O)NCc2ccncc2)C2CCCCC2)cc1	-4.0	-5.4%	5.4%	-2.2%	8.1	-12.0%	-48.6%[inhibitor]	2.8%	1.2	1.0
O=C(COC(=O)C1(c2ccc(F)cc2)CCCC1)N1CCc2ccccc21	0.1	27.7%	2.0%	0.0%	9.3	-2.9%	-17.3%	4.6%	5.6	4.0
C[N+]1(CCOS(=O)C23CC4CC(CC(C4)C2)C3)CCOCC1 (stereo not given)	-1.1	-4.9%	-0.2%	2.8%	4.2	-5.4%	23.9%	11.3%	-6.1	0.0
Fc1ccccc1OCCCCn1cncn1	3.1	-1.1%	-4.8%	3.5%	-10.8	-11.3%	-14.2%	0.4%	-7.8	1.5
C[C@@H]1NC(=O)[C@H](CCC(N)=O)NC(=O)c2cc([N+](=O)[O-])cc(I)c2NCCC[C@@H](C(N)=O)NC1=O	-5.5	x	x	-5.7%	1.3	u	3.8%	12.3%	-0.3	-11.5
CCOc1ccc(NC(=O)CN(C)C(=O)c2ccc(=O)[nH]c2)cc1OCC	x	-2.6%	-5.7%	6.4%	-5.0	-3.0%	0.0%	1.7%	-3.9	-2.1
Cc1ccc(-n2nnc(-c3ccnc4ccccc34)n2)cc1	0.8	30.7%	-3.4%	-1.3%	12.2	22.5%	4.4%	-5.7%	1.8	0.1
CNC(=O)C1CC(=O)N(c2ccc(OCC(=O)N3CCCC3)cc2)C1 (stereo not given)	0.7	-0.7%	0.0%	2.2%	3.5	-15.4%	-3.4%	3.2%	3.1	-6.9
CCN(CC)CC(=O)Nc1nn(-c2ccccc2)nc1C(N)=O	0.1	-7.6%	1.0%	2.0%	1.4	-13.0%	11.8%	0.1%	-0.9	2.1
Cc1cccc(Oc2ccc(NS(=O)(=O)c3ccc(C)c(C(=O)O)c3)cc2)c1	x	0.6%	x	3.1%	-8.2	x	-14.8%	x	3.2	-2.0
O=C1C(Cl)=C(Nc2ccccc2O)C(=O)N1CCc1ccccc1	0.0	-0.2%	-0.9%	-12.9%	-5.9	x	-5.1%	2.6%	-3.2	10.2
O=C(CC1Sc2ccccc2NC1=O)Nc1cccc(-c2nnc3n2CCCCC3)c1 (stereo not given)	0.0	10.3%	-0.1%	0.0%	-14.2	-1.3%	-18.0%	-5.7%	-3.4	1.4
Cc1ccc(-n2[nH]c(C)c(C=NC34CN5CN(CN(C5)C3)C4)c2=O)cc1C	0.5	x	1.4%	0.1%	2.9	-1.2%	-0.7%	2.8%	-17.9	3.8
Cc1cc(C(=O)COC(=O)Cc2n[nH]c(=O)c3ccccc23)c(C)n1CC(F)(F)F	x	-0.6%	x	4.7%	1.1	x	-9.5%	x	-1.5	3.5
CSc1nnc(-c2cccc(NC(=S)NN)c2)o1	-1.4	1.2%	3.6%	-4.7%	1.2	-15.5%	15.3%	-2.3%	13.5	1.3
C#CCOc1ccc(C2C3=C(CCCC3=O)N(CC(=O)O)C3=C2C(=O)CCC3)cc1Br	10.3	2.8%	3.1%	i	-9.7	11.7%	4.3%	3.8%	-1.2	-2.0
CSCCC(NC(=O)c1ccccc1Br)C(=O)N1CCN(C(C)=O)CC1 (stereo not given)	x	-12.7%	x	5.2%	-2.1	x	9.0%	x	-3.0	-4.0
CCSc1c(C(=O)NC)ccc2c1C(=O)c1ccccc1C2=O	x	1.8%	-4.4%	-6.4%	0.3	u	2.2%	3.8%	-0.4	2.7
CCCn1c(SCC(=O)N2CCc3ccccc32)nnc1-c1ccco1	2.5	21.5%	5.3%	-1.6%	-5.1	3.5%	5.0%	-11.6%	0.6	-5.9
O=C(COC(=O)/C=C/c1ccco1)NCc1ccc(Cl)cc1Cl	x	12.0%	x	-2.7%	-1.8	x	-12.1%	x	15.9	x
CC(=O)c1ccc(Nc2cc(C)nc3c(C)cc(C)cc23)cc1	0.6	11.7%	12.5%	28.8%	13.4	u	-44.2%	7.1%	2.6	11.1
COc1cc(C(=O)NCCC(=O)NCCN2CCCCCC2)cc(OC)c1OC	2.2	6.4%	0.6%	4.2%	11.0	-7.6%	-2.3%	8.1%	4.7	-0.3
CC(=O)NN1C(=O)/C(=C/c2ccc(Br)o2)SC1=S	-10.4	x	-1.4%	-9.7%	-1.8	u	-34.9%	u	-2.7	-6.1
O=C(NCCC1=CCCCC1)C(=O)NCC(c1ccco1)N1CCN(c2ccc(F)cc2)CC1 (stereo not given)	-1.0	7.7%	1.9%	-3.1%	-22.9	x	13.3%	0.3%	9.8	0.3
CC(=O)NC(=O)NC1CSCC1OC(C)=O (stereo not given)	1.8	8.4%	-2.4%	2.6%	-1.5	3.5%	1.5%	2.6%	12.3	1.9
O=C(NC(=S)NNC(=O)c1ccc(Cl)cc1Cl)c1cccnc1	-5.5	0.1%	-0.1%	-1.1%	9.5	x	-4.9%	11.6%	-0.1	-0.1
CC(OC(=O)Cc1c[nH]c2ccccc12)C(=O)N(C)c1ccccc1 (stereo not given)	x	17.8%	x	x	3.0	x	12.5%	x	-5.4	0.0
Fc1ccc2nc3c(nc2c1)CCCC3	-11.5	-5.3%	-2.2%	-0.6%	25.9	-9.3%	-3.0%	u	6.3	-1.1
